# hcDAF-12 act: H. contortus DAF-12 activation, primary screen. activation, % at 6.8 µM. HEK293 hcDAF-12 lit1-tk-luc reporter, luminescence; 0% DMSO, 100% Δ7-dafachronic acid. 1.4% of 370,000 active. AID 652067;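 active = activation above the mean of all tested compounds plus 3 SD, cut at about 5.5% in these data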;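 note: 100% = response to 3 µM Δ7-dafachronic acid high control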
# hgDAF-12 ag: hgDAF-12 agonism, primary luciferase screen. HEK293 GAL4-hgDAF12 UAS-luciferase reporter, agonist luminescence; normalized to butyrate control. AID 687014. 1.8% of 370,000 active. activation, % at 6.8 µM;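 active = activation above a cutoff set at the mean of all screened compounds plus 3 SD, cut at about 10% in these data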;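 note: 0% = DMSO wells and 100% = sodium butyrate wells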
# ADAM17 inh: inhibits human ADAM17; 0.83% of 370,000 active; P78536; recombinant ADAM17, EDANS/DABCYL FRET peptide cleavage; inhibition, % at 6.95 µM;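 active = inhibition above the mean of compounds lying between control limits plus 3 SD, set per campaign, cut at about 8.5% in these data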;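 note: 0% = DMSO-only wells as the low control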
# DAX1 inh-1: NR0B1 (DAX1) inhibition; P51843; HEK293 Gal4-DAX1 luciferase reporter, luminescence; inhibition, % at 6.75 µM; 0.99% of 340,000 active; AID 504766;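 active = inhibition above the mean over all tested compounds plus 3 SD, cut at about 4.2% in these data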;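 note: 0% = DAX1-transfected cells with DMSO and 100% = empty-vector control cells with DMSO; inhibition shows as a rise in luminescence from relieved DAX1 repression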
# Target sequence (P51843 207-470 limits assumed): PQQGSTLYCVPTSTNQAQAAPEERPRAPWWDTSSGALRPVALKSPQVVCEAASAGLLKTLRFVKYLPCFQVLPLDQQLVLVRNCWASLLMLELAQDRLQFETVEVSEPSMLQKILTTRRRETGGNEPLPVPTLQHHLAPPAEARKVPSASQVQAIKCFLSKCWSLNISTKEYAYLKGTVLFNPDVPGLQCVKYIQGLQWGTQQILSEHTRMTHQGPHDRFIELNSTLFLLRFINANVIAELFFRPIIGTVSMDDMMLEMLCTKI
# ssDAF-12 act: S. stercoralis DAF-12 activation, primary screen; 1% of 370,000 active; activation, % at 6.8 µM; HEK293 ssDAF-12/GRIP1 lit1-tk-luc reporter, luminescence; % of 3 µM dafachronic acid response;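 active = activation above the mean over all tested compounds plus 3 SD, cut at about 0.9% in these data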;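 note: 0% = DMSO-only wells and 100% = 3 µM delta7-dafachronic acid wells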
# HGIII-sPLA2 inh: Inhibits HGIII-sPLA2 liposome hydrolysis, primary screen. QFRET BODIPY PC-A2 liposome hydrolysis, fluorescence. Q9NZ20. inhibition, % at 12.2 µM. 0.56% of 370,000 active;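 active = inhibition above mean plus 3 SD of compounds lying within the high and low control bounds, cut at about 19% in these data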;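 note: 0% = median of test compound wells and 100% = no enzyme DMSO wells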
# Target sequence (Q9NZ20 whole entry, looked up): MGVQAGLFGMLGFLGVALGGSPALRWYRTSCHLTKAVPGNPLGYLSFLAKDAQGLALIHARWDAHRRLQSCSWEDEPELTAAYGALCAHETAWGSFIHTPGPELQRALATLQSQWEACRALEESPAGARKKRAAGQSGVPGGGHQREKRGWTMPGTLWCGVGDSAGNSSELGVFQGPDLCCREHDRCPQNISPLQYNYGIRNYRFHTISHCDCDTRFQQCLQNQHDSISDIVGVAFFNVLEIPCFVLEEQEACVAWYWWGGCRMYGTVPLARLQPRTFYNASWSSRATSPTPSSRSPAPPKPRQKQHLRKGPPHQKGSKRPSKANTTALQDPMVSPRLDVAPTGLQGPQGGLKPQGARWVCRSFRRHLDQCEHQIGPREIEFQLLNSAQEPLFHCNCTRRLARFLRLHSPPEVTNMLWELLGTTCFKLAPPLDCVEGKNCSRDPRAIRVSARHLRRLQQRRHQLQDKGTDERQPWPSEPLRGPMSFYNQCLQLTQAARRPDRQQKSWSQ
# DAX1 inh-2: DAX1 (NR0B1) inhibition, primary screen | HEK293T StAR-luciferase reporter, SF-1/DAX-1 repression relief | inhibition, % at 6.8 µM | 1.1% of 370,000 active | AID 652010;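 active = inhibition above the mean over all tested compounds plus 3 SD, cut at about 3.6% in these data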;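 note: 0% = DAX-1 cells with DMSO and 100% = cells lacking DAX-1 with DMSO; higher inhibition means more luminescence from relief of DAX-1 repression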
# ADAM10 inh: inhibits human ADAM10; O14672; recombinant ADAM10, EDANS/DABCYL FRET peptide cleavage, 3 h; inhibition, % at 7 µM; 0.62% of 370,000 active;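 active = inhibition above a per-campaign cutoff equal to the mean of compounds falling between control-based bounds plus 3 SD, cut at about 20% in these data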;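 note: 0% = DMSO wells while the 100% control is not disclosed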
# PLC-gamma1 inh: blocks human PLC-gamma1 enzyme activity | P19174 | purified PLC-gamma1, fluorogenic substrate, fluorescence | 0.84% of 370,000 active | inhibition, % at 12.2 µM; in the data active = inhibition above about 9.5%
# FXN GAA850 act: frataxin GAA850 promoter activation | activation, % at 6 µM | 0.56% of 360,000 active | HEK293 lucGAA850 FXN promoter luciferase reporter, 24 h; percent of 10 µM SAHA response;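 active = activation above the average of all compounds screened plus 3 SD, cutoff fixed separately per campaign, cut at about 7.5% in these data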;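 note: 0% = DMSO wells and 100% = 10 µM SAHA wells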
# PLCb3 inh: blocks human PLC-beta3 enzyme activity | Purified PLC-beta3, fluorogenic substrate, fluorescence | AID 720704 | Q01970 | 0.18% of 370,000 active | inhibition, % at 12.2 µM; in the data active = inhibition above about 11%;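 note: 0% = median of compound wells on plate and 100% = full blocker control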
# * = called active by the depositor; i = inactive; x = no result given. Rows were taken by chance; overall some 6.9% were active at least once.
SMILES,hcDAF-12 act,hgDAF-12 ag,ADAM17 inh,DAX1 inh-1,ssDAF-12 act,HGIII-sPLA2 inh,DAX1 inh-2,ADAM10 inh,PLC-gamma1 inh,FXN GAA850 act,PLCb3 inh
Cc1cccc(C2=NNC(=O)C(c3ccc(Cl)cc3)C2)c1 (centres undefined),-1.4,3.2,-2,0.8,-1.2,-13,-0.4,12,3,-0.2,-1
O=C(Nc1cc(=O)[nH]c(=O)[nH]1)c1cccc(Br)c1,-2.4,8.8,-2,3.2,-1.1,1,-0.8,-1,1,-4.3,1
O=C(NCCCn1ccnc1)c1ccc(Cl)cc1[N+](=O)[O-],1.2,0.8,-6,0.0,-1.1,-3,0.0,-13,-2,0.3,-2
COc1ccc(CC(=O)Nc2nnc(-c3cccc([N+](=O)[O-])c3)s2)cc1,-0.4,-0.5,-1,0.7,-1.0,1,-0.3,-2,1,0.3,1
COCCN(C(=O)COC(=O)CSc1ccc(Cl)cc1)c1c(N)n(Cc2ccccc2)c(=O)[nH]c1=O,-0.4,5.6,-3,1.2,-1.2,-8,0.2,2,-6,3.2,4
O=C(COC(=O)c1ccc(O)cc1O)NC1CCS(=O)(=O)C1 (centres undefined),-0.6,-0.5,-5,-0.4,-1.6,14,0.3,-8,-1,1.5,-7
O=C(NCc1n[nH]c(=O)c2ccccc12)C1CC(=O)N(c2ccccc2)C1 (centres undefined),-0.6,1.4,-3,1.1,-0.7,3,1.1,-9,-4,0.7,-2
CCOC(=O)c1c(C)[nH]c(C)c1S(=O)(=O)N(C)CC(=O)N1CCN(c2ccc(OC)cc2)CC1,0.2,-0.6,-3,-0.2,-0.4,8,0.1,11,2,0.3,1
O=C(Cc1c[nH]c2ccccc12)N1CCN(S(=O)(=O)c2ccc(Cl)cc2)CC1,2.3,1.3,3,0.8,-0.1,-61,-0.2,4,-6,1.7,-9
CC(=O)c1ccc(N2CCN(C(=O)C3CCN(S(=O)(=O)c4cccs4)CC3)CC2)cc1,-2.4,-4.3,-9,-0.4,-1.3,2,-0.5,-22,-9,-0.8,-21
CCCN(CC(=O)Nc1cc(Cl)ccc1Cl)C(=O)c1ccccc1SCC(=O)N1CCCC1,-1.1,0.5,0,-1.1,-1.7,1,-0.9,0,-2,-0.8,-3
Cc1ccc(N(C=NC#N)CC(=O)N2CCN(c3ccccc3)CC2)cc1,-1.7,-1.9,0,0.7,-1.3,0,0.2,-1,5,-0.1,0
CC(C)(C#CC(O)(c1ccccc1)c1ccccc1)N1CCCCC1,-0.7,-2.3,1,-1.1,-1.0,1,0.1,9,3,-0.1,-3
O=C(/C=C/c1ccccc1[N+](=O)[O-])NC1CCCC1,-1.1,5.8,0,-0.4,-1.2,2,0.3,3,2,2.5,2
Cc1ccc(C(=O)C(OC(=O)CN2C(=O)c3ccccc3C2=O)c2ccccc2)cc1C (centres undefined),0.9,2.5,-2,0.4,-0.6,5,-0.4,-3,-2,-1.7,4
O=C(Nc1nc2ccccc2[nH]1)c1cccs1,3.8,14*,2,0.7,0.3,3,6.6*,1,-2,2.3,1
CCN1CCN(C(=O)CN(c2ccccc2C)S(C)(=O)=O)CC1,0.3,-2.6,-12,-0.7,-0.7,2,-0.4,-14,-1,-0.6,-3
CCN(Cc1ccccc1)C(=O)CSc1nc(C)cc(=O)[nH]1,0.2,1.2,-1,1.4,-1.4,1,-0.1,5,-2,0.7,-4
Cc1ccc(-c2cnc3cccnn23)cc1F,1.0,9.1,-276,x,-0.7,-1,2.6,i,i,2.3,i
O=C(CSc1nc2cccnc2n1Cc1ccccc1)NCc1ccco1,-0.5,-0.9,3,0.3,-1.4,3,0.0,2,-1,-0.6,1
O=C(NC1CCCc2ccccc21)c1cc(S(=O)(=O)N2CCOCC2)ccc1F (centres undefined),-1.6,0.1,-5,-1.1,-1.6,-1,-0.4,-9,-1,-0.4,1
CCOc1cc(/C=N/NC(=O)c2cccc([N+](=O)[O-])c2)ccc1OS(=O)(=O)c1ccccc1,-2.8,3.6,6,-1.6,-1.2,-23,-1.7,28*,8,-2.1,6
Cc1nc2c3cnn(-c4ccccc4)c3ncn2n1,4.2,0.7,-4,1.4,0.3,-3,0.1,-14,-26,0.0,-38
Cc1ccc(N(CCC(=O)N2CCOCC2)S(=O)(=O)c2ccccc2)cc1,0.2,0.0,-6,-0.2,-1.1,-6,-0.1,-6,-1,-2.3,0
Cc1nn(CC(=O)Nc2ccccn2)c(C)c1Br,-0.7,-1.8,-1,-0.3,-0.2,4,-0.1,0,1,0.5,1
# New compounds follow:
SMILES,hcDAF-12 act,hgDAF-12 ag,ADAM17 inh,DAX1 inh-1,ssDAF-12 act,HGIII-sPLA2 inh,DAX1 inh-2,ADAM10 inh,PLC-gamma1 inh,FXN GAA850 act,PLCb3 inh
O=C(COC(=O)CCS(=O)(=O)c1ccccc1)Nc1ccc(N2CCCCC2)cc1,-1.4,0.2,-3,0.9,-0.2,-3,-1.2,-1,1,-1.1,2
Cn1c(=O)c(=O)n(C)c2cc(S(=O)(=O)CCC(=O)Nc3c(F)c(F)c(F)c(F)c3F)ccc21,-0.7,3.6,-6,-0.1,-1.1,6,0.0,-15,-6,1.1,-15
COc1ccc(-c2sc(Nc3ccc(F)c(F)c3F)nc2CCC(=O)NN)cc1,-0.1,2.1,3,2.2,-1.3,3,-0.3,4,-3,3.0,-4
CN(C(=O)CSc1ccc(S(=O)(=O)N2CCCCC2)cn1)c1ccccc1,1.7,-1.8,0,0.8,-1.1,5,-0.9,-4,4,-0.2,-10
O=[N+]([O-])c1cncc([N+](=O)[O-])c1Nc1ccccc1Cl,-1.3,-1.8,-2,0.5,-1.6,1,-1.2,1,7,-1.2,2
O=C1NC(=Nc2ccccc2)S/C1=C\c1cccs1,4.6,6.7,0,1.0,1.4*,-27,0.0,4,-1,4.8,-14
O=C(NC(NC(=S)Nc1cc(Cl)ccc1Cl)C(Cl)(Cl)Cl)c1ccco1 (centres undefined),-1.9,0.2,1,-0.1,-1.3,-12,-0.8,6,4,-0.4,0
Cc1ccc(NC(=S)N2CCn3cccc3C2c2cccnc2)cc1 (centres undefined),-3.2,-0.1,-2,-1.5,-1.8,9,-0.5,-4,-2,-1.0,-11
Cc1ccc(S(=O)(=O)N2CCC(NC(=O)OC(C)C)CC2)cc1,-0.7,-2.5,-2,-0.1,-0.1,-2,0.3,-12,-1,1.7,8
O=C(CSc1ccc2nnc(CCNC(=O)c3ccccc3)n2n1)NCc1ccco1,-0.9,-0.9,-1,0.1,-0.5,0,3.9*,-1,-1,-0.7,-3
CCN(CC(=O)Nc1ccc(NC(C)=O)cc1)C(=O)c1ccc(=O)n(C)n1,-0.2,-0.4,3,0.5,-0.9,-6,-0.2,8,3,0.6,-4
CC1CCN(S(=O)(=O)c2ccc3c(c2)c(=O)c(C(=O)N2CCCCC2)cn3C)CC1,-2.1,-1.7,1,0.5,-1.1,3,0.4,-1,3,1.5,5
O=C(N/N=C/c1cc([N+](=O)[O-])ccc1N1CCCCCC1)c1ccccn1,4.4,9.8,0,-0.5,-0.3,0,1.6,-8,1,5.9,-1
COc1ccccc1C(=O)NC(CCSC)C(=O)Nc1ccc(C)c(S(=O)(=O)N2CCOCC2)c1 (centres undefined),-2.2,-0.2,2,-1.6,-1.4,-21,-3.7,-10,-1,-1.8,-6
CCN(CC)Cc1c(O)ccc2c(=O)c(Oc3ccccc3OC)c(C)oc12,-0.1,-1.3,i,3.8,-1.2,-1,0.0,i,i,1.8,i
O=C(CCC(=O)OCC(=O)c1ccccc1)Nc1cccc2cccnc12,0.1,-0.9,8.7*,1.1,-1.2,-1,-0.4,18,6,0.1,2
Cc1ccc(OC(=O)c2ccc3nc(C)sc3c2)cc1,1.4,15*,1,x,0.4,-3,3.0,1,2,x,0
CC(C)(C)C(=O)Cn1c(NCCCO)nc2ccccc21,-1.7,1.9,-2,1.1,-1.1,1,-0.4,7,1,0.1,2
Cc1[nH]nc2c1C(c1cccs1)C(C#N)=C(N)O2 (centres undefined),1.3,-3.7,2,-0.4,-1.1,-2,0.6,0,-1,-1.1,5
COc1cc(NC(=O)CN2C(=O)NC(C)(c3ccc(OC(F)F)cc3)C2=O)cc(OC)c1OC (centres undefined),-0.9,-2.0,-1,-1.8,-0.7,-1,-0.7,5,5,-0.1,-10
CCOC(=O)CNC(=O)COc1coc(CN2CCN(c3ccc(F)cc3)CC2)cc1=O,1.3,1.2,2,0.2,-1.0,2,0.1,5,-6,0.6,-3
CC(=O)Nc1nc(C)c(CCCOc2ccc([N+](=O)[O-])cc2)c(=O)[nH]1,-1.4,1.3,-4,1.0,-0.4,0,0.0,2,1,1.9,-4
COC(=O)CCn1nnc(-c2ccc(C)cc2)n1,2.1,4.7,0,1.5,-1.1,1,0.1,6,0,-2.4,-1
O=C(CN1C(=O)C2C3C=CC(C3)C2C1=O)NCCN1CCCc2ccccc21 (centres undefined),3.7,-1.6,-7,1.5,0.2,0,0.2,-13,-7,-0.2,-9
CC(C)SC1=NC(C)(C)C=C(/C=C/c2ccc(Cl)cc2Cl)N1,0.3,-0.1,2,-0.8,-1.3,6,0.1,5,-9,0.2,-9
# Further structures:
SMILES,hcDAF-12 act,hgDAF-12 ag,ADAM17 inh,DAX1 inh-1,ssDAF-12 act,HGIII-sPLA2 inh,DAX1 inh-2,ADAM10 inh,PLC-gamma1 inh,FXN GAA850 act,PLCb3 inh
CSc1cc(C)n(-c2ccccc2C)c(=S)c1C(C)=O,2.2,1.0,0,0.8,-0.9,1,-0.4,2,2,-1.0,5
CC(NC(=O)c1ccc2ccccc2n1)c1ccc(Br)cc1 (centres undefined),0.6,2.4,2,-2.5,-0.6,-4,-0.5,4,1,1.8,-7
CC(=O)Nc1ccc(S(=O)(=O)NC(C)c2ccccc2)cc1 (centres undefined),-2.5,-0.2,2,0.8,-1.0,-3,0.5,5,4,3.3,-2
CCCCCC1C/C(=N\O)C=C(C)C1C(=O)OC (centres undefined),-1.0,0.8,-3,x,-1.9,-6,0.0,3,2,2.1,-17
C/C=C(\C)C(=O)NCCN1C2=NC[C@H](C)N2C[C@@H]1Cc1ccc(OC)cc1,0.5,0.4,-5,1.8,-0.7,8,0.5,-6,1,-0.6,-2
CCOC(=O)C1(Cc2ccc(Cl)cc2)CCN(Cc2cn(CC)nc2C)CC1,-1.5,-2.3,-1,-0.8,-2.4,-6,-0.8,-2,3,-5.5,-5
COC(=O)[C@]12CCCCC=C1N(Cc1ccccc1)C(=O)[C@H](CC(=O)NCCCCc1ccccc1)C2,-0.1,-0.4,3,x,-1.4,-12,1.7,11,0,x,0
CC1CCCC(NC(=O)CCn2c(=S)oc3ccccc32)C1C (centres undefined),2.1,-0.9,-8,0.0,0.1,7,-0.1,0,1,0.4,-1
O=C(NCc1ccccn1)c1cc(-c2ccc(-c3ccccc3)cc2)nc2ccccc12,0.8,1.9,-289,-3.6,-1.8,-23,-0.9,i,-389,-3.7,i
